Bioassay records from PubChem.
Lipid droplet – modulators of hepatic lipid droplet formation; AID 1656; AML12 mouse hepatocytes, oleate lipid droplets, BODIPY imaging; 240,000 tested, 0.4% active; inhibition, % at 6.5 µM;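 active means lipid droplet intensity inhibited by at least 50%, with more than 500 cells counted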
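Material – mouse AML12 hepatocyte cell line, fixed after treatment · Compound dosing – one dose, 6.5 µM compound · Times – compound with oleate, overnight · Measured by – Image-based BODIPY and DAPI two-channel analysis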
Ins promoter up – MIN6 insulin promoter up-regulation; MIN6 insulin promoter-GFP reporter, high-content imaging; active compounds read high; z-score at 5 µM; 190,000 tested, 0.3% active; AID 1625;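 active means z-score above 3 at 5 µM with at least 500 cells counted in the well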
MT stabilize HCS – microtubule stabilization, imaging screen. HeLa tubulin immunostaining HCS, 24 h; share of cells brighter than vehicle mean+2SD. % tubulin-high responders, % at 10 µM. 200,000 tested, 0.83% active. AID 2205;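 active means plate Z-score above 3 for both tubulin-high and condensed-nucleus cell shares, with cell loss under 80%, at 10 µM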;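 further: anti alpha tubulin signal scored within the nucleus-defined area of each cell; some results filed as inactive read as strong as hits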
human PMI inhibition – MPI enzyme activity inhibition – biochemical, fluorescence intensity, coupled assay, primary screen (AID 1209) | purified PMI enzyme, coupled fluorescence intensity; higher % means a stronger effect | one-dose inhibition, % at 20 µM; IC50 in µM for titrated hits | 190,000 tested, 0.42% active;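 further: plate controls were DMSO vehicle for no effect and wells lacking substrate for full effect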
Autophagy HCS – alters autophagy in cells; calls only at 10 µM (by protocol); MEF GFP-LC3 puncta imaging; test concentration mostly 10 µM; AID 463193; 190,000 tested, 0.98% active;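 active means percentage of spot-positive cells more than 3 SD above its plate mean, without a fluorescence outlier flag or 80% toxicity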;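 further: spot-positive cell cutoff set from DMSO-treated cells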
T cell HTS – T cell immune modulation candidate | 2C CD8+ T cell-vesicle binding, flow cytometry; active compounds read low | 330,000 tested, 0.068% active | calls only at 7 µM;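 active means response, share of CD8 T cells binding vesicles, and their 90th percentile fluorescence all below set limits, cut at about 80% in these data, passing the limit was not always enough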
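Incubation: binding step 1.5 h, 37 °C, antibody labelling 20 min, ice; system: murine 2C transgenic CD8+ T lymphocytes; technique: cytometric PE anti-B7-1 and Alexa647 anti-CD8 signals after 1% paraformaldehyde fixation; also added: QL9-charged Drosophila Ld/ICAM-1/B7-1 vesicles; control set: naked versus QL9-loaded vesicles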
human PMI inhibitors – human PMI inhibitors, high substrate, primary screen, biochemical, fluorescence intensity, high mannose 6-phosphate (AID 1220) | recombinant PMI enzyme, coupled fluorescence intensity; higher % means a stronger effect | inhibition, % at 20 µM, or IC50 in µM where a hit was titrated | 190,000 tested, 0.66% active
TNAP activators – stimulation of alkaline phosphatase TNAP activity – biochemical, luminescent, no phosphate acceptor, uHTS, primary screen (AID 1001); activation fold at 20 µM, or EC50 in µM where a hit was titrated; 200,000 tested, 0.03% active; purified TNAP, luminescent activation assay, no phosphate acceptor; higher activation fold means a stronger effect; in the data active means activation fold from about 3, or a potency from the dose series; inactive means the rest, 99 in 100 with activation fold below about 1.6; further: many of its hits are not listed in these tables
bCat nuc transl – alters nuclear translocation of beta-catenin in HeLa cells | 190,000 tested, 0.3% active | nuclear translocation activity, % at 5 µM | immunofluorescence imaging;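 active means nuclear translocation activity above 50% at 5 µM, with a well cell count of 50 or more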;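 further: per-cell ratio of nuclear to cytoplasmic median beta-catenin stain intensity; plate controls were DMSO negative control for no effect and GSK-3 inhibitor IX positive control for full effect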
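Test system: human HeLa cells, native beta-catenin. Compound dosing: 5 µM primary single dose, 0.1% DMSO, 0.02–20 µM confirmation series. Incubation: compound exposure 24 h at 37°C. Detection: beta-catenin immunostaining with DAPI counterstain, 20x imaging, 6 fields/well. Read-out basis: Nuclear/cytoplasmic beta-catenin signal ratio, % activation.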
Ins promoter up cell count – further read-out of Ins promoter up, marked with its call; cell count; measured here: cytotoxicity, nuclei count;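 total cells summed across four imaged fields per well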
Lipid droplet cells 6.5 µM – further read-out of Lipid droplet, marked with its call; cell count; measured here: cell count, cytotoxicity flag;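 cells counted across two imaged fields per well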
bCat nuc transl cell count 5 µM – further read-out of bCat nuc transl, marked with its call; cell count; measured here: cell count, cytotoxicity flag
T cell HTS vesicle-bound % – second read-out of T cell HTS, no call of its own (marks repeat the call); double positive events, %; measured here: CD8+ vesicle-bound cell fraction;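 binding gate set so that unloaded-vesicle control wells show 10% double positive cells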
MT stabilize HCS Hoechst-high % – also measured in MT stabilize HCS; calls as there; % Hoechst-high responders; measured here: nuclear condensation Hoechst responders;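 share of cells brighter than vehicle mean plus two SD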
MT stabilize HCS cytotoxicity % – recorded beside MT stabilize HCS, whose call it bears; toxicity, %; measured here: cytotoxicity by cell density;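 0% = mean cell density of plate MIN control wells and 100% = no cells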
Autophagy HCS cell loss 18 h – second read-out of Autophagy HCS, no call of its own (marks repeat the call); toxicity, %; measured here: cell loss, nuclei count;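 cell loss after 18 h compound exposure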
An asterisk follows results filed as active; i = inactive; . = not tested or not shown. Unless noted, no stated cut-off is given here; in the data, active means inhibition above about 50%; inactive means the rest.

| item | smiles | Lipid droplet | Lipid droplet cells 6.5 µM | Ins promoter up | Ins promoter up cell count | MT stabilize HCS | MT stabilize HCS Hoechst-high % | MT stabilize HCS cytotoxicity % | human PMI inhibition | Autophagy HCS | Autophagy HCS cell loss 18 h | T cell HTS | T cell HTS vesicle-bound % | human PMI inhibitors | TNAP activators | bCat nuc transl | bCat nuc transl cell count 5 µM |
| --- | --- | --- | --- | --- | --- | --- | --- | --- | --- | --- | --- | --- | --- | --- | --- | --- | --- |
| 1 | O=C(CCC1CCCC1)N1CCN(C(=O)COc2ccccc2)CC1 | . | . | -0.51 | 1097 | 4.6 | 3.0 | 8.7 | 3.6% | i | 11.3 | i | 26.4 | 2.6% | 1.1 | -2.7 | 1163 |
| 2 | CCOC(=O)C(=O)N1CCN(c2ccccc2OC)CC1 | 0.7 | 666 | 0.74 | 1562 | 2.3 | 0.9 | 9.1 | -8.1% | i | -8.8 | i | 31.2 | -10.7% | 1 | -0.1 | 1505 |
| 3 | COc1ccc(-c2ccc(C#N)c(SCC(=O)NC3CC3)n2)cc1OC | 7.4 | 717 | -0.2 | 1441 | . | . | . | . | . | . | i | 35.5 | . | . | -3.6 | 1123 |
| 4 | COc1ccc(C(=O)C2CCCN(C(=O)c3ccoc3C)C2)cc1F (stereo not given) | -12.7 | 708 | -0.01 | 1069 | . | . | . | . | . | . | i | 22.3 | . | . | -2.2 | 1287 |
| 5 | Cc1cccc(NC(=O)N2CCC(NC(=O)c3ccccc3C)CC2)c1 | . | . | -0.21 | 1203 | 2.0 | 1.1 | 6.2 | -0.4% | i | -6.1 | i | 23.6 | 0.0% | 1.1 | -5.7 | 989 |
| 6 | O=C(NN=C1CCCC1)c1n[nH]c2c1CCC2 | 26.9 | 570 | . | . | 4.1 | 2.0 | 6.8 | 12.8% | i | 10.7 | i | 54.1 | 12.2% | 1.1 | 1.1 | 901 |
| 7 | Cc1nccn1-c1ccc(C(F)(F)F)cc1[N+](=O)[O-] | -1.6 | 717 | -0.32 | 1276 | 4.0 | 2.1 | 3.2 | -5.9% | i | 5.7 | i | 43.2 | -2.1% | 1.1 | -0.5 | 988 |
| 8 | c1ccc(-c2ncnc3nc4n(c23)CCC4)cc1 | 11.2 | 767 | 1 | 987 | 3.4 | 2.1 | 7.1 | 0.1% | i | 5.6 | i | 25.8 | -5.8% | 1.1 | 2.6 | 1121 |
| 9 | Oc1cc(Cc2ccccc2)cnc1CN1CCCCC1 | . | . | 1.69 | 864 | 3.4 | 3.3 | 10.8 | -1.9% | i | 3.7 | i | 23.4 | 15.7% | 1.1 | 1.6 | 741 |
| 10 | COc1ccc(NC(=O)c2c(OC)cccc2OC)c(OC)c1 | -4.2 | 799 | -0.51 | 1371 | 2.7 | 1.7 | 5.4 | 16.4% | i | -6.5 | i | 6.9 | 11.3% | 1 | -0.7 | 1069 |
| 11 | CCOC(=O)c1cc(-c2ccccc2)sc1NC(=O)C(C)OC(=O)c1cccnc1Cl (stereo not given) | 0.9 | 676 | . | . | 4.3 | 2.9 | 11.1 | 27.0% | i | 8.3 | i | 23.0 | 13.5% | 1.1 | -1.5 | 941 |
| 12 | Cc1ccc(NCc2nnc(SCC(=O)O)n2Cc2ccccc2)cc1Cl | 7.7 | 695 | 1.24 | 1397 | 4.4 | 1.3 | 5.3 | 10.2% | i | 14.2 | i | 39.8 | 17.6% | 1 | -0.1 | 1494 |
| 13 | COc1ccc(CS(=O)(=O)c2nc(C)cc(C)c2S(C)(=O)=O)cc1 | -18.1 | 630 | 0.06 | 1300 | 3.2 | 3.1 | 8.2 | 3.1% | i | 1.5 | i | 52.6 | 10.8% | 1.1 | 1.3 | 1088 |
| 14 | CCOc1ccccc1NC(=O)c1ccc(NC(=O)c2ccco2)cc1 | -1.5 | 746 | -0.77 | 1060 | 2.3 | 1.8 | 1.2 | -12.3% | i | 6.2 | i | 46.5 | -11.3% | 1.1 | 1.1 | 424 |
| 15 | COc1ccc(Nc2nc(-c3ccc(OC)cc3)c(CCC(=O)O)s2)cc1 | -11.2 | 685 | 0.26 | 1041 | . | . | . | . | . | . | i | 41.3 | . | . | 1.6 | 1252 |
| 16 | CC(=O)Nc1sc(N/N=C\c2cccc(Cl)c2)nc1-c1cccs1 | -35.9 | 654 | 0.16 | 1410 | 5.6 | 2.7 | 7.0 | -0.9% | i | -5.7 | i | 9.1 | -16.2% | 1.1 | -1.5 | 1101 |
| 17 | Cc1cc(C)nc(SCc2cc(=O)c(OC(=O)c3ccco3)co2)n1 | 2.1 | 653 | -0.06 | 1502 | 2.0 | 2.4 | 11.4 | 9.8% | i | 5.0 | i | 53.6 | -2.9% | 1 | -1.3 | 1109 |
| 18 | O=C(CNCc1ccc(Cl)cc1)Nc1cccc(C(=O)O)c1 | -1.6 | 768 | . | . | 1.9 | 2.1 | 12.1 | -10.5% | i | -8.4 | . | . | -10.3% | 1.1 | . | . |
| 19 | Cc1cc(=S)[nH]c2ccccc12 | . | . | -0.31 | 1464 | 9.9 | 2.2 | 14.3 | -18.7% | i | 1.3 | i | 19.4 | -114.3% | 1.1 | -2.0 | 739 |
| 20 | CCC(Oc1ccccc1)C(=O)Nc1nnc(C)s1 (stereo not given) | 7.3 | 806 | 0.11 | 959 | 3.4 | 3.0 | 7.0 | 6.4% | i | -6.7 | i | 55.2 | -2.9% | 1.1 | -2.3 | 1130 |
| 21 | O=C1CC(Nc2ccc3ccccc3c2)C(=O)N1Cc1ccccc1 (stereo not given) | -12.4 | 748 | -0.58 | 962 | 1.1 | 1.9 | 10.8 | 19.5% | i | -17.8 | i | 14.9 | 18.1% | 1.1 | -2.6 | 1326 |
| 22 | CCOC(=O)N1CCN(C(=O)c2ccc(Cn3c(=S)[nH]c4cc(OCC)c(OCC)cc4c3=O)cc2)CC1 | 7.0 | 674 | . | . | 6.4 | 3.2 | 10.6 | 14.0% | i | -37.5 | i | 46.0 | 4.8% | 1.2 | 1.1 | 1080 |
| 23 | Cc1ccc(C(=O)NC2CC3CCCC(C2)N3C(=S)NCc2ccco2)cc1 (stereo not given) | 0.1 | 683 | -0.27 | 1374 | 3.1 | 1.5 | 2.1 | 16.3% | i | -18.2 | i | 0.9 | 6.2% | 1.1 | -1.0 | 1026 |
| 24 | CCCn1c(=O)[nH]c(=O)c2c1nc(-c1ccc(OC)c(Br)c1)n2CCOC | 2.3 | 638 | -1.23 | 1391 | 4.4 | 1.5 | 15.0 | -0.7% | i | 3.0 | i | 43.5 | 26.8% | 1.1 | 2.9 | 1062 |
| 25 | CC(C)(C)c1cc(=O)n2c(C#N)c(C#N)nc2[nH]1 | . | . | 0.23 | 1094 | 4.6 | 4.9 | 7.4 | -9.2% | i | 10.1 | i | 39.1 | -4.0% | 1.1 | 0.7 | 1120 |
| 26 | Oc1ccc(-c2cn3c(n2)SCC3)cc1 | 1.7 | 747 | -0.03 | 968 | 1.2 | 2.1 | 5.5 | -8.6% | i | 6.3 | i | 23.9 | -10.9% | 1.1 | . | . |
| 27 | COc1ccccc1N1CCN(C(=O)c2c(-c3ccccc3)noc2C)CC1 | . | . | -0.63 | 1499 | 27.8* | 43.6* | 61.1* | -1.2% | i | 15.3 | i | 34.2 | 3.9% | 1.1 | 126.0* | 856* |
| 28 | OCCCN=c1cc(-c2ccccc2)oc2ccc(Cl)cc12 | -19.9 | 596 | . | . | 5.6 | 2.9 | 19.9 | -3.0% | i | 30.1 | i | 47.9 | -13.0% | 1 | 1.3 | 1025 |
| 29 | O=C(CSc1ncccn1)NC(=O)NCc1ccccc1 | . | . | 0.69 | 1232 | 1.5 | 2.1 | 8.9 | 8.8% | i | -4.5 | i | 49.9 | 7.1% | 1.1 | -5.4 | 1014 |
| 30 | Cc1cc(C(=O)COC(=O)c2ccncc2)c(C)n1CCc1ccc(F)cc1 | 4.5 | 712 | -0.51 | 1377 | 3.1 | 2.1 | 7.8 | -1.1% | i | -6.0 | i | 50.8 | 9.1% | 1.2 | -1.4 | 1116 |
| 31 | COc1ccc(S(=O)(=O)NCCc2ccccc2)cc1 | -3.3 | 736 | . | . | 2.1 | 2.5 | 8.4 | 4.6% | i | -2.1 | i | 19.7 | 3.7% | 1.2 | . | . |
| 32 | CN1CCN(C(=S)c2ccc(N(C)C)cc2)CC1 | -19.7 | 697 | 0.06 | 1522 | 4.2 | 2.7 | 5.6 | 3.4% | i | 30.5 | i | 24.7 | -0.3% | 1.1 | -0.5 | 998 |
| 33 | Nc1nc(N)c2ncc(C(=O)CCc3ccccc3)nc2n1 | 0.1 | 685 | 1.36 | 1498 | 3.1 | 2.2 | 2.6 | -22.5% | i | 7.1 | i | 45.2 | -78.4% | 1.1 | 0.0 | 1480 |
| 34 | CC(NC(=O)Nc1ccccc1)C(c1ccccc1)N1CCOCC1 (stereo not given) | -14.9 | 657 | 0.12 | 1156 | 4.0 | 2.0 | 0.4 | -6.9% | i | 9.3 | i | 39.3 | 4.8% | 1.1 | 0.6 | 959 |
| 35 | CCOc1cc(C)c(Cl)cc1S(=O)(=O)NCCOC | -2.7 | 762 | -0.07 | 1192 | 2.7 | 3.3 | 2.2 | 4.4% | i | 4.0 | i | 22.8 | 7.9% | 1.1 | . | . |
| 36 | CC1(C)Cc2nc3sc4c(N(CCO)CCO)ncnc4c3cc2CO1 | -15.5 | 777 | -0.46 | 1314 | 3.5 | 2.2 | 5.8 | 5.9% | i | -1.2 | i | 27.4 | 5.3% | 1.1 | . | . |
| 37 | COc1ccc(OCC(=O)N/N=C(\C)CC(=O)Nc2cccc([N+](=O)[O-])c2)cc1 | -1.5 | 704 | -0.05 | 1162 | 5.8 | 1.3 | 11.5 | -8.5% | i | -0.3 | i | 21.5 | -8.0% | 1.1 | -0.2 | 1135 |
| 38 | COc1ccc(N2CCN(C(=O)C3=NNC(=O)CC3)CC2)cc1 | 17.9 | 680 | -0.11 | 1335 | 3.1 | 4.3 | 5.7 | -4.8% | i | -3.9 | i | 39.0 | 9.7% | 1.1 | -1.6 | 1045 |
